# Bcl-B Bim block: human Bim-Bcl-B interaction inhibition. Q9HD36. inhibition, % at 10 µM. 190,000 compounds, 0.073% hits. bead-based flow cytometry, Bim peptide-Bcl-B binding;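 further: 0% = tracer peptide without compound and 100% = reference inhibitor peptide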
# Target sequence (Q9HD36 whole entry, looked up): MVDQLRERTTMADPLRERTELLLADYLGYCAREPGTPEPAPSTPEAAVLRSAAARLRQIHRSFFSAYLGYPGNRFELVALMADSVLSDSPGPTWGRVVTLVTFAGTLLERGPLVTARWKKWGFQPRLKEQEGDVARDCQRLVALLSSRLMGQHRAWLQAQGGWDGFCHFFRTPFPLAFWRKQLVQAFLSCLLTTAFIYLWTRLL
# ABCG2 inh: blocks JC-1 efflux by human ABCG2 transporter | Q9UNQ0 | IgMXP3 cells, flow cytometry | inhibition, % at 6.6 µM | 190,000 compounds, 0.1% hits | AID 1325;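 active means inhibition above 80%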;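 further: 0% = DMSO and 100% = nicardipine control wells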
#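 Test system: IgMXP3 (ABCG2) plus far-red-tagged CCRF-Adr (ABCB1) cells / Amount: 3 million cells/mL in well / Reagent: JC-1 transporter substrate / Timing: 10 min compound exposure, 25 °C / Signal: flow cytometry, 530 nm JC-1 signal / Read-out: percent efflux inhibition, scaled nicardipine 100% to DMSO 0% / Benchmarks: nicardipine as high control, DMSO as low control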
# GSH bead fluor: compound fluoresces at 488/530 nm on GSH beads; GSH beads flow cytometry, compound fluorescence 488/530 nm; hits give high values; fluorescence (KMESF) at 10 µM; 190,000 compounds, 0.25% hits; AID 1776; in the data active means fluorescence above about 89;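 further: glutathione beads carrying GST-tagged Bcl family fusion proteins plus one bare bead set; values are compound well signal with DMSO vehicle wells as background; inactives centre near 16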
# RGS7-Gao: modulates binding of RGS7 to human Galphao; binding response (% of control), % at 10 µM; 220,000 compounds, 0.35% hits; Multiplexed bead flow cytometry; actives lie on both sides; AID 1439; in the data active means binding response below about 49% or above about 150%; inconclusive means no clear call, values can overlap the other calls; inactive means in between;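 further: fluorescent Galphao held in activated GDP-AlF4 state binding bead-coupled RGS7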
# Target sequence (P09471 whole entry, looked up): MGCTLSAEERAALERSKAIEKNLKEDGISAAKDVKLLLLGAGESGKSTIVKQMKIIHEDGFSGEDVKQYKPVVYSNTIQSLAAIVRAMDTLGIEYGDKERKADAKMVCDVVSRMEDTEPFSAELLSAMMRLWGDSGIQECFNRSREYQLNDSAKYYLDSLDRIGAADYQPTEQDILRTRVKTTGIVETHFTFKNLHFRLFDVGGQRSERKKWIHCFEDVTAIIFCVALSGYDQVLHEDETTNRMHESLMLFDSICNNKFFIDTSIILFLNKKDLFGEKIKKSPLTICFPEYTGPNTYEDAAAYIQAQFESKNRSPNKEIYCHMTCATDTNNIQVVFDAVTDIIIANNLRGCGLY
# Avidin fluor: avidin bead compound fluorescence profile; Avidin beads, compound fluorescence 488/530 nm, flow cytometry; hits give high values; fluorescence (KMESF) at 10 µM; 220,000 compounds, 0.38% hits; AID 1775; in the data active means fluorescence above about 47; further: inactives centre near 10
# Bim-Bcl-XL: human Bim-Bcl-XL interaction inhibition. Q07817. Bim peptide-Bcl-XL binding, bead flow cytometry, fluorescence. inhibition, % at 10 µM. 190,000 compounds, 0.04% hits
# Bim-Bcl-2: inhibitors of Bim-Bcl-2 interaction, human; AID 950; inhibition, % at 10 µM; 190,000 compounds, 0.06% hits; P10415; Bead-based flow cytometry, Bim peptide-Bcl-2 binding; in the data active means inhibition above about 40%; inconclusive means no clear call, values can overlap the other calls;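 further: 0% = no compound wells with probe peptide and 100% = reference peptide inhibitor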
# Target sequence (P10415 whole entry, looked up): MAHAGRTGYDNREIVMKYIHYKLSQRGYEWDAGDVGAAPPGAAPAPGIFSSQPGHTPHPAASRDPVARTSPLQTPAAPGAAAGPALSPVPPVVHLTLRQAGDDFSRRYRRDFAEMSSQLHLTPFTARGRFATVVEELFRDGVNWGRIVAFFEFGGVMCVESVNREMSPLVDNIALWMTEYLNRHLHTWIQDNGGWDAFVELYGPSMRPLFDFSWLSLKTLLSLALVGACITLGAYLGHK
# Bfl-1 Bim block: disrupts Bim binding to human Bfl-1; AID 1008; Bead-based flow cytometry, Bim-Bfl-1 binding inhibition; 190,000 compounds, 0.12% hits; Q16548; inhibition, % at 10 µM;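 further: 0% = wells without compound plus tracer and 100% = blocker peptide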
# Bcl-W Bim block: human Bim-Bcl-W interaction inhibition | 190,000 compounds, 0.02% hits | Q92843 | AID 952 | bead-based flow cytometry, Bim peptide-Bcl-W binding | inhibition, % at 10 µM;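 further: 0% = bound tracer without compound and 100% = peptide blocker; higher means less fluorescent Bim peptide bound to Bcl-W beads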
# Target sequence (Q92843 whole entry, looked up): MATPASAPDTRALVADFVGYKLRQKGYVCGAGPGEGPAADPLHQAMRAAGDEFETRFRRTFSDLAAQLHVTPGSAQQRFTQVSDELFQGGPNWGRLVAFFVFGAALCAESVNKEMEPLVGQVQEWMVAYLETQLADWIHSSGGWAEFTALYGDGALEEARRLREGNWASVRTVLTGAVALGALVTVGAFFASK
# RGS4-Gao reg: human RGS4-Galphao interaction regulation; binding response (% of control), % at 10 µM; AID 1415; P09471; Multiplexed bead flow cytometry, RGS4-Galphao binding; actives lie on both sides; 220,000 compounds, 0.33% hits; in the data active means binding response below about 49% or above about 150%; inactive means in between;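 further: fluorescent Galphao activated with aluminum fluoride binding bead-coupled RGS4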
# ABCB1 block: inhibitors of human ABCB1 transporter, ABCG2 counter-screen | P08183 | CCRF-Adr cells, JC-1 efflux, flow cytometry | inhibition, % at 6.6 µM | 190,000 compounds, 0.067% hits | AID 1326; in the data active means inhibition above about 40%;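 further: 0% = vehicle and 100% = reference inhibitor; higher value means more JC-1 retained so stronger ABCB1 efflux block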
# An asterisk follows results filed as active; ? = inconclusive; . = no result given; [ ] = another dose, or the depositor's remark. Unless noted, no stated cut-off is given here; in the data, active means inhibition above about 40%.
SMILES,Bcl-B Bim block,ABCG2 inh,GSH bead fluor,RGS7-Gao,Avidin fluor,Bim-Bcl-XL,Bim-Bcl-2,Bfl-1 Bim block,Bcl-W Bim block,RGS4-Gao reg,ABCB1 block
CCOC(=O)c1c(C)nc2sc3c(=O)n(-c4ccc(C(C)=O)cc4)nnc3c2c1-c1ccc(Cl)cc1,0,1,10,105,22,-1,0,0,-2,105,0.7
CN(C)c1ccc(C(CN)c2c[nH]c3ccccc23)cc1 (stereo not given),-5,3,12,105,23,0,3,-6,0,101,1.4
COc1ccc(CCNC(=O)CSc2nc(C)nc3c2oc2ccccc23)cc1OC,-5,-1,14,104,8,0,0,0,0,104,0.4
CCCCC(=O)NC(=S)Nc1nnn(CCC)n1,0,2,7,96,5,-3,2,3,-4,99,0.2
O=C(c1cccc(F)c1)N1CCN(c2ccc([N+](=O)[O-])c(N3CCCCC3)c2)CC1,37,39,10,101,15,-1,-11,-8,0,101,1.1
Cc1[nH]nc2c1C(c1cccs1)C(C#N)=C(N)O2 (stereo not given),0,4,12,105,10,0,3,-3,0,97,0.0
Cc1ncoc1C(=O)Nc1ccccc1-c1ccccc1,-10,46,33,98,12,-8,-11,-18,-2,99,-0.7
O=C(O)Cn1c(CC(=O)N2CCCC2)nc2ccccc21,-5,1,44,102,38,-6,-4,-8,0,102,0.2
CSc1ccccc1NC(=O)c1cc(-c2cccnc2)nc2ccc(Br)cc12,-3,11,16,?,8,-3,-1,-1,-3,101,6.8
O=C(CSCc1cnn(-c2ccccc2)c1-n1cccc1)NCCN1CCOCC1,-3,2,23,97,28,-6,-8,-1,-3,97,2.0
Cn1c(CNC(=O)c2ccccc2F)nnc1SCC(=O)NCc1ccccc1,1,5,20,98,7,-2,-5,1,-6,101,0.8
NC(=O)c1cccnc1Nc1ccccc1F,0,8,6,104,2,-3,4,0,0,104,0.6
CN(C)CCN1C(=O)C(O)=C(C(=O)c2cc3ccccc3o2)C1c1ccccn1 (stereo not given),0,7,11,99,39,-2,-2,0,-3,104,1.3
OCCN1CCN(CC(O)COc2ccc3ccccc3c2)CC1 (stereo not given),-8,6,30,99,17,-3,-7,-12,0,104,0.6
Cc1csc(NC(=O)CSc2nc3ccccc3c3c2CCCC3)n1,-7,24,11,101,22,-10,-6,-6,-5,103,1.7
COc1ccc(-c2cn3ccccc3n2)cc1OC,1,2,21,101,21,-2,0,0,-4,104,0.6
CC1CCN(CC(=O)NCc2ccccc2)CC1,-7,0,13,99,10,-2,-8,-11,0,100,0.3
O=c1[nH]c(=O)n(C(c2ccccc2)c2ccccc2)cc1Br,-3,6,13,99,9,-6,-1,-3,0,103,0.4
CC1CCC(C(C)C)C2=C1C(C#N)(C#N)C(C#N)(C#N)C(c1ccccc1)N2 (stereo not given),-1,18,21,97,7,2,1,4,-2,100,1.0
CC(=O)c1ccc(NC(=O)c2cn(-c3ccccc3)nc2-c2ccncc2)cc1,-3,2,17,.,.,-2,3,4,-4,.,0.8
CCn1c(O)c(N=NC2=NC(=O)CS2)c2cc(C)ccc21,0,1,14,96,34,-2,0,-2,0,97,-0.1
CCOc1ccc(S(=O)(=O)N2CCCCC2)c2ccccc12,0,4,22,98,10,0,2,1,-1,102,0.7
Clc1cc(Cl)cc(C2=NCCC(c3ccccc3)O2)c1 (stereo not given),-2,1,18,102,12,-5,3,0,-1,101,0.6
CC(=O)c1cc2c(cc1NS(=O)(=O)c1ccc(F)cc1)OCO2,-5,0,17,92,5,1,-3,-1,0,95,0.4
COc1ccc(/C=C/C(=O)Nc2cc(C)on2)cc1,-4,27,21,105,13,-2,1,-2,-2,104,0.6
CCOC(=O)c1nn(-c2ccccc2)c(=O)cc1SC(C)CC (stereo not given),-10,20,32,144,100*,-6,-10,-17,0,110,3.4
Cc1ccc(CC(=S)N2CCOCC2)cc1,-8,2,19,93,7,-3,-7,3,-6,94,0.7
O=C(OCc1nnc(-c2ccccc2)o1)c1cc(S(=O)(=O)N2CCOCC2)c(Cl)cc1Cl,-1,3,18,102,11,-3,-5,-2,-4,101,6.7
CCOC(=O)NC1(C(F)(F)F)C(=O)NC(C)=C1C#N (stereo not given),.,8,30,101,6,.,?,.,.,100,0.4
COc1ccc(CCNC(=O)C(=O)Nc2nccs2)cc1OC,0,4,15,99,13,-4,-4,0,-2,101,0.2
CC(C)C(=O)N(Cc1ccccc1)c1ccccn1,-9,1,38,208*[activator],116*,0,-7,-10,-1,251*[activator],0.2
COc1ccc(Nc2nc(N)nc(CSc3nncn3C)n2)cc1,3,0,3,110,18,4,0,0,5,105,0.4
COCCNC(=O)C1CC(c2cccc(OC)c2)=NO1 (stereo not given),-1,2,17,101,10,-1,-2,-2,-3,100,0.8
Fc1ccccc1/C=N/Nc1nc(N2CCCCC2)nc(N2CCCCC2)n1,-5,-6,18,104,9,-3,-5,-5,0,102,-2.1
CCc1cc(C)cc(OCCNC(=O)c2ncn[nH]2)c1,-5,19,29,98,21,-2,-4,-11,1,102,0.3
Nc1sccc1C(=O)c1ccc(Cl)cc1,-3,0,9,103,4,-4,-2,0,-4,105,-0.2
COc1ccc2[nH]c(C)c(CCN3C(=O)OC(C)(C)C3(C)O)c2c1 (stereo not given),-5,6,19,91,6,-4,-9,-11,0,92,0.6
Cc1ccccc1Oc1ncnc2oc(-c3ccccc3)cc12,-4,0,24,97,5,-3,-7,-1,-6,87,-0.1
CCOC(=O)C1CCN(C(=O)N(C)C)CC1,-5,4,30,101,9,0,-5,-11,0,97,0.6
Cc1cc(N2C(=O)C3C4C=CC(C4)C3C2=O)no1 (stereo not given),-4,2,32,104,18,-4,-5,-11,-1,103,0.2
CN=c1sc(C(=O)Nc2cccc(Cl)c2)cc(=O)n1C,-10,27,27,87,33,-6,-6,-21,-6,89,0.6
Cn1c(N)c(C(=O)COC(=O)c2cccc(S(=O)(=O)N3CCCCC3)c2)c(=O)n(C)c1=O,-6,3,17,97,14,-7,-1,-12,-4,98,-0.3
COc1ccc(NC(=O)c2c(-c3ccccc3)noc2C)c(OC)c1,7,1,48,97,5,1,5,7,5,97,0.1
CCc1ccc(-c2cc(C(=O)NCCCn3ccnc3)c3ccccc3n2)s1,-8,1,29,102,11,-1,-1,-2,1,101,0.4
COc1cccc(C(=O)Nc2ccc(-n3nncc3C(C)(C)C)cc2)c1,-2,11,15,104,15,0,-3,-2,2,104,1.7
CN(C)CCCOc1ccc2c(c1)Sc1ccccc1CC2=O,-7,1,5,127,13,-6,-1,5,-3,112,0.1
Cc1ccc(-c2nc(NCc3ccco3)n(S(C)(=O)=O)n2)cc1,-4,18,19,109,7,-3,-3,-2,0,103,1.6
CC1=CC(C)(C)Nc2ccc(OC(=O)CN3C(=O)CCC3=O)cc21,-5,-6,21,99,30,0,-5,-10,4,99,-0.3
COc1ccc(OC)c(NC(=O)C2CCCN(S(=O)(=O)c3c(C)noc3C)C2)c1 (stereo not given),-3,51,31,98,15,-5,-14,-23,-2,101,2.1
CCN(CC)Cc1csc2ccc(Br)cc12,0,1,16,101,16,0,-1,-2,-1,101,0.1

# In a second layout: 4 of the compounds above
SMILES | Bcl-B Bim block | ABCG2 inh | GSH bead fluor | RGS7-Gao | Avidin fluor | Bim-Bcl-XL | Bim-Bcl-2 | Bfl-1 Bim block | Bcl-W Bim block | RGS4-Gao reg | ABCB1 block
CSc1ccccc1NC(=O)c1cc(-c2cccnc2)nc2ccc(Br)cc12 | -3 | 11 | 16 | ? | 8 | -3 | -1 | -1 | -3 | 101 | 6.8
O=C(CSCc1cnn(-c2ccccc2)c1-n1cccc1)NCCN1CCOCC1 | -3 | 2 | 23 | 97 | 28 | -6 | -8 | -1 | -3 | 97 | 2.0
Cn1c(CNC(=O)c2ccccc2F)nnc1SCC(=O)NCc1ccccc1 | 1 | 5 | 20 | 98 | 7 | -2 | -5 | 1 | -6 | 101 | 0.8
NC(=O)c1cccnc1Nc1ccccc1F | 0 | 8 | 6 | 104 | 2 | -3 | 4 | 0 | 0 | 104 | 0.6

# Later entries
SMILES,Bcl-B Bim block,ABCG2 inh,GSH bead fluor,RGS7-Gao,Avidin fluor,Bim-Bcl-XL,Bim-Bcl-2,Bfl-1 Bim block,Bcl-W Bim block,RGS4-Gao reg,ABCB1 block
CC(=O)Nc1ccc(NC(=O)Cn2c(=O)n(-c3ccccc3)c(=O)c3oc4ccccc4c32)cc1,-4,-1,12,?,7,-5,2,-4,-1,78,-0.5
Cc1ccc(S(=O)(=O)/N=c2\ccc(Cl)cn2C(F)F)cc1,0,2,66,98,10,0,-2,-1,-1,101,-0.3
O=C(NCc1cccnc1)c1cccc2c1C(=O)N(Cc1cccnc1)C2,-2,6,23,95,22,-6,-12,-21,-2,99,0.3
O=C(CSc1c2c(nc3cc(Cl)ccc13)CCCC2)NCCCN1CCOCC1,-3,1,58,99,13,-2,2,0,0,101,1.6
Cc1ccc(-c2csc3nc(SCC(=O)N(C)C)n(Cc4ccccc4)c(=O)c23)cc1,-12,121*,10,104,22,-8,-8,-4,-6,100,28
Cc1ccc(C(=O)OC2CCN(c3ccc([N+](=O)[O-])cc3)CC2)cc1,-6,18,19,101,28,-2,-9,-12,0,101,0.7
O=C1c2ccc([N+](=O)[O-])cc2C(=O)N1CNc1ccccn1,-4,0,25,99,9,-6,-4,-6,0,97,0.2
O=S(=O)(NCCOCCNS(=O)(=O)c1ccccc1)c1ccccc1,-8,3,9,98,24,-1,-2,-8,3,97,0.5
CCOC(=O)c1sc(NC(=O)c2ccc(S(=O)(=O)N3CCCCC3)cc2)nc1-c1ccccc1,-9,1,11,99,17,-7,-15,-14,-4,103,0.3
COc1ccc(-c2cn3cccnc3n2)cc1F,6,30,9,102,16,1,2,0,3,105,3.3
CCOCCCNc1ccc(-c2ccccc2)nn1,17,4,45,99,18,4,16,9,7,100,0.4
Cc1ccc(CNC(=O)C2CCN(S(=O)(=O)c3c(C)noc3C)CC2)cc1,0,2,13,102,47,-3,-2,-1,-3,96,0.5
O=C(Nc1ccc(Cl)cc1C(=O)N1CCCC1)c1cccc([N+](=O)[O-])c1,-1,2,19,100,7,1,0,-1,2,96,1.6
Cc1ccc(NC(=O)CN2CCC(NC(=O)C3CCCCC3)CC2)c(Br)c1,-5,10,10,98,16,-4,-3,-5,-3,97,.
COc1cccc(CC(=O)N2CCCC(CCC(=O)N3CCN(c4ccccn4)CC3)C2)c1 (stereo not given),-2,16,11,98,16,0,-5,-4,1,99,4.2
CC(C)c1ccc(CN(C)CC(O)c2ccccc2)cc1 (stereo not given),-2,1,17,101,9,-4,0,-4,-5,102,0.6
COc1ccc(CN(C(=O)Cc2c[nH]c3ccccc23)C(C(=O)NC2CCCCC2)c2ccc(C)o2)cc1 (stereo not given),-6,7,28,100,3,-3,-9,-8,0,93,4.3
CCCC(=O)Nc1ccc2oc(-c3cccnc3)nc2c1,-2,2,11,102,12,0,-2,0,0,101,0.6
COc1ccc(-c2ccc(C(c3c(C)[nH][nH]c3=O)c3c(C)[nH][nH]c3=O)o2)c([N+](=O)[O-])c1,-3,0,31,97,8,0,2,10,2,102,-0.4
Cc1nn(-c2ccccc2)c(Cl)c1/C=N/NC(=O)CNC(=O)c1ccccc1Cl,-8,61,9,96,22,-6,-7,-7,-3,95,0.4
